Chronic BCR inh: qHTS Assay to Find Inhibitors of Chronic Active B-Cell Receptor Signaling | AID 493014, 2011 | ABC-DLBCL IkBa-CBG/CBR reporter, luminescence ratio, 4 h | Potency, µM (titrated, usually from 46.1 µM), without a hit: top-dose ratio change, negative = lower green/red ratio, hits mostly inhibitors | 0.05% of 340,000 active; active = well fitted inhibition curve with a large enough effect in the signal ratio, with a control signal flat, not every such curve was filed as active; inconclusive = small, poorly fitted or top-dose-only effect, or effect the other way, or a change in a side signal; the % refers to the signal ratio;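 note: potency is the fitted concentration of half-maximal effect; plate controls were basal doxycycline-induced cells for no effect and cells given 10 µM MG132 for full effect; MG132 reads +100%, hits lower the ratio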
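TMD8 human ABC-DLBCL cells with doxycycline-inducible IκBα–green luciferase fusion and unfused red luciferase, in 0.5% FBS medium; compounds up to 46 uM, 4 h at 37C. Green/red luminescence ratio, filter-overlap corrected, fitted to concentration-response curves.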
USP2a inh: qHTS Assay for Inhibitors of Ubiquitin-specific Protease USP2a Using CHOP2 as the Reporter | 0.01% of 330,000 active | AID 463254, 2010 | USP2 core, Ub-CHOP2 coupled fluorogenic reporter, 485/531 | Potency, µM (doses to about 38.3 µM), without a hit: at the highest dose activity change, negative = inhibition, most hits filed as inhibitors;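 note: potency is the fitted concentration of half-maximal effect; plate controls were DMSO wells for no effect and full inhibition by NEM control for full effect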
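Deubiquitinase activity read as fluorescence (485/531 nm) after Ub-CHOP2 cleavage activates the enterokinase reporter on its substrate; USP2 core 10nM, Ub-CHOP2 and substrate 25nM each, 30min compound preincubation then 60min RT; data normalized to NEM, curves fitted.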
Eya2 inh: qHTS Assay for Inhibitors of the Phosphatase Activity of Eya2. Protein phosphatase EYA2 (Homo sapiens), O00167. recombinant Eya2, OMFP fluorescence dephosphorylation (OMFP is methylfluorescein phosphate). Potency, µM (doses to about 76.9 µM), inactives show top-dose activity, negative = inhibition, hits mostly inhibitors. 0.006% of 330,000 active; note: potency is the fitted concentration of half-maximal effect
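Eya2 (0.2 uM) preincubated 10 min at ambient with compound, then OMFP substrate added at 50 uM; 10 min reaction in 50 mM HEPES pH 7.5, 50 mM NaCl, 5 uM MgCl2, 0.05% BSA, 1 mM DTT. Fluorescence read at Ex 485/Em 525 nm.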
Giardia killer: Small Molecules that selectively kill Giardia lamblia: qHTS | Giardia lamblia trophozoite viability | activity change, % at 7.66 µM, hits read low | 0.15% of 340,000 active | AID 540267, 2011; in the data active = activity change below about -80%; inconclusive = between about -30% and that limit;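 note: parasites exposed to compound for two days anaerobically before the ATP read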
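ATP-content bioluminescence gauges trophozoite survival. Cells (100/well) receive compound and incubate anaerobically for 48 hrs at 37 deg C; detection reagent follows for 15-30 min at room temperature.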
PKM2 act: qHTS Assay for Activators of Human Muscle isoform 2 Pyruvate Kinase; Pyruvate kinase PKM (Homo sapiens), P14618; purified PKM2, Kinase-Glo ATP luminescence, activation; response scale: 0% is enzyme alone, no compound; Potency, µM (titrated, usually from 57.5 µM), for the others: top-dose activation, most hits filed as activators; 0.34% of 260,000 active; note: potency is the fitted concentration of half-maximal effect; nearly all actives have a fitted effect of over 55% in size
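Purified hPK-M2 (>95%) run at intermediate activity with 0.1 mM ADP and 0.5 mM PEP in 50 mM imidazole pH 7.2, KCl, MgCl2; 1 h room temperature. ATP formed read by Kinase-Glo luminescence; normalized to uninhibited and no-enzyme controls.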
Coupling enz: qHTS Assay for Inhibitors of Fructose-1,6-bisphosphate Aldolase from Giardia Lamblia: Coupling assay counterscreen | coupling enzyme system counterscreen, AmpLite Red fluorescence | activity change, negative = inhibition, % at 58.2 µM, hits read low | 0.67% of 290,000 active; in the data active = activity change below about -30%
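Coupling enzymes only (glyceraldehyde-3-phosphate) + compound, at 57.5 uM final, 10 min RT; add substrate/coupling/AmpLite Red mix, 20 min RT; fluorescence ex 525/em 598 nm. Actives flag coupling-system interference.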
KCNH2 WT inh: qHTS for Inhibitors of KCHN2 3.1: Wildtype qHTS; Voltage-gated inwardly rectifying potassium channel KCNH2 (Homo sapiens), Q12809; U2OS, BacMam KCNH2, thallium flux FluxOr; hits give low values; activity change, % at 1.84 µM; 0.37% of 340,000 active;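 active = maximum activity change below -70%; inconclusive = maximum activity change between -70% and -50%; inactive = maximum activity change above -50%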
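U2OS cells transduced with wild-type KCNH2 virus are loaded with FluxOr dye for 45 min, and thallium flux is measured in kinetic reads before and after stimulation buffer. Rate constants are normalized to DMSO controls.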
B2AR arrestin: qHTS assay of beta-arrestin-biased ligands of beta2-adrenergic receptor; 0.02% of 330,000 active; AID 492947, 2010; Potency, µM (series often up to 46.1 µM), for the others: top-dose activation, actives largely listed as activators; beta-arrestin recruitment to beta2AR, cell-based reporter;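 note: potency is the fitted concentration of half-maximal effect; 0% = DMSO controls and full agonism = EC100 isoproterenol or metaproterenol; nearly all actives have a fitted effect of over 65% in size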
Target sequence (P07550 whole entry, looked up): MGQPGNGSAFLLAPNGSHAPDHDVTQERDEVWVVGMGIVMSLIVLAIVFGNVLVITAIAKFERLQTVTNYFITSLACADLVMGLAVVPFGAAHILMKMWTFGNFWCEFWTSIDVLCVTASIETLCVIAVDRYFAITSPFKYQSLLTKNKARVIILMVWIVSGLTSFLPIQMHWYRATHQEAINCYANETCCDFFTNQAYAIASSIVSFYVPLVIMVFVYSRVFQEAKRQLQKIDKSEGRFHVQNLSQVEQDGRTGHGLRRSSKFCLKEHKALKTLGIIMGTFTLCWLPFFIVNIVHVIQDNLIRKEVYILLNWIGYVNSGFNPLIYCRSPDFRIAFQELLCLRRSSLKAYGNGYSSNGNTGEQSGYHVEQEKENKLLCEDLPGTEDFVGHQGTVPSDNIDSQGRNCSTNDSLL
KCNH2 3.1 inh: qHTS for Inhibitors of KCHN2 3.1: Mutant qHTS; Potassium voltage-gated channel subfamily H member 2, brain isoform KCNH2 3.1 (human); U2OS KCNH2 3.1, thallium flux FluxOr; hits give low values; activity change, % (tested at about 1.8 µM); 0.95% of 340,000 active; AID 720553, 2013;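 active = maximum activity change below -70%; inconclusive = maximum activity change from -70% to -50%; inactive = maximum activity change above -50%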;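 note: thallium influx rate constant from kinetic fluorescence after stimulation buffer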
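FluxOr-based Tl+ influx in U2OS cells transduced with KCNH2 3.1 virus; rate constants normalized to DMSO controls.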
uPA surface inh: qHTS for Inhibitors of Cell Surface uPA Generation | cell surface uPA generation assay, qHTS | Potency, µM (titrated, usually from 38.3 µM), inactives show at the highest dose activity change, negative = inhibition, usual class: inhibitors | 0.31% of 330,000 active | AID 540303, 2011; active = well fitted inhibition curve with a large enough effect; inconclusive = small, poorly fitted or top-dose-only effect; inactive = no such curve, though single readings can be large or run the other way; tested in mouse RAW 264.7 cells; note: potency is the fitted concentration of half-maximal effect; nearly all actives have a fitted effect of over 55% in size
The depositor's hits bear a star; ? = inconclusive; / = no result given. Unless noted, calls come from the whole dose curve; as a rule, active = well fitted curve in the direction sought with a large enough effect; inconclusive = small, poorly fitted or top-dose-only effect, or another doubt; inactive = no such curve, though single readings can be large; an effect the other way counts as inactive or inconclusive. Unless noted, % is set by controls: 0 for no effect and ±100 for the full control effect. Not all compounds are listed; count on the stated rates, not on these rows.

SMILES	Chronic BCR inh	USP2a inh	Eya2 inh	Giardia killer	PKM2 act	Coupling enz	KCNH2 WT inh	B2AR arrestin	KCNH2 3.1 inh	uPA surface inh
C[C@@H]1C[C@H]2[C@@H]3CCC4=CC(=O)C=C[C@]4(C)[C@@]3(Cl)[C@@H](O)C[C@]2(C)[C@@]1(OC(=O)c1ccco1)C(=O)CCl	?	-0.2%	-8.8%	10.8	/	/	-1.5	-0.1%	-14.0	?
O=C(CCN1CCN(CCO)CC1)N1c2ccccc2Sc2ccc(C(F)(F)F)cc21	-7.9%	0.4%	5.4%	22.9	1.0%	-1.3	-3.1	-0.2%	-25.5	-19.4%

Bioassay records (PubChem BioAssay)
